Screening data as filed in PubChem BioAssay.
Nrf2 inh: inhibitors of Nrf2 signaling | A549 ARE-Fluc reporter, luciferase luminescence, 18-24 h | AID 504444 | hit rate 2.1% among 360,000 | Potency, µM (top dose mostly 46 µM), without a hit: at the top dose activity change, negative = inhibition, most hits filed as inhibitors; note: % is set by controls: 0 for no effect and ±100 for the full control effect; nearly all actives have a fitted effect of over 60% in size
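Reporter: ARE-Fluc in A549. Exposure: 18-24 h, 37 °C, 5% CO2, 5% FBS OPTI-MEM. Readouts: fluorescent cytotoxicity (CellTiter-Fluor), then luminescent Nrf2 signal after BugLite.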
A549 viability: counter-screen for Nrf2 inhibitors: cytotoxicity in A549 cells. Potency, µM (titrated, usually from 46 µM), for the others: at the highest dose activity change, negative = cytotoxicity, actives largely listed as inhibitors. hit rate 0.16% among 390,000. A549 ARE-Fluc cells, CellTiter-Fluor viability, 18-24 h; note: % is set by controls: 0 for no effect and ±100 for the full control effect
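Cytotoxicity counterscreen: CellTiter-Fluor fluorescence was measured in A549 ARE_Fluc cells after 18-24 h of compound exposure in a concentration series. The subsequent BugLite luminescent read reports ARE-luciferase activity.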
HepG2 viability: counter-screen for TGF-b inhibitors: cytotoxicity in HepG2 cells | HepG2 CAGA-GFP viability, ATP luminescence, 18 h | Potency, µM (doses to about 46.1 µM), for the others: at the highest dose activity change, negative = cytotoxicity, hits mostly cytotoxic | hit rate 0.76% among 410,000 | AID 588856; note: some results filed as inactive show a strong effect at the top dose
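HepG2 CAGA-GFP cells (1000/well, DMEM with 1% FBS) received compound, then TGF-beta at 500 pg/mL final, and were incubated 18 hours at 37 degrees C. Viability was read by CellTiter-Glo luminescence. Media-only wells were set as complete cell-killing and DMSO as no toxicity.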
TGFb inhibitor: TGF-b pathway inhibition. HepG2 CAGA-GFP TGF-b/SMAD3 reporter, GFP fluorescence, 18 h; TGF-beta stimulated, 500 pg/mL final. Potency, µM (series often up to 46.1 µM), without a hit: top-dose activity, negative = inhibition, hits mostly inhibitors. hit rate 1.2% among 410,000. AID 588855; note: % is set by controls: 0 for no effect and ±100 for the full control effect; nearly all actives have a fitted effect of over 65% in size
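Read-out: total well GFP (ex488/em500-530) summed from mean per-cell fluorescence. Cells: HEPG2 CAGA-GFP, 1% FBS DMEM, 18 h at 37 degrees C with 500 pg/mL final TGF-beta. Unstimulated wells served as the full-inhibition control; stimulated DMSO wells = 0%.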
MCF10A rereplic: inducers of DNA re-replication in MCF 10A breast cells. hit rate 2.9% among 350,000. Potency, µM (top dose mostly 46.1 µM), without a hit: at the top dose activity, positive = re-replication, actives largely listed as activators. MCF 10A DNA re-replication, Hoechst nuclear intensity, 48 h; note: % of control where 0% means no effect; nearly all actives have a fitted effect of over 50% in size
ATXN viability: viability counter-screen for ATXN expression inhibitors | S2 cells (HEK-293 line with an ATXN2-luciferase reporter) viability, CellTiter-Fluor protease fluorescence, 24 h | Potency, µM (doses to about 56.7 µM), usual class: cytotoxic | hit rate 0.49% among 400,000 | AID 651635; note: nearly all actives have a fitted effect of over 40% in size
Nrf2 ARE act: activators of Nrf2 (ARE) signaling; AREc32 ARE-luciferase reporter (MCF7-derived line), luminescence, 24 h; AID 624171; hit rate 0.31% among 410,000; Potency, µM (series often up to 46.1 µM), inactives show at the highest dose activation, hits mostly activators; note: % of control where 0% means no effect; nearly all actives have a fitted effect of over 65% in size
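AREc32_Fluc, 1000 cells/well, OPTI-MEM + 5% FBS, o/n 37 deg C 5% CO2; 23 nL cpd by pin tool, 24 hr; Steady-Glo 30 min RT, luminescence.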
ATXN2 expr inh: inhibitors of ATXN2 expression; hit rate 0.72% among 360,000; Potency, µM (titrated, usually from 57 µM), for the others: at the top dose activity change, negative = inhibition, usual class: inhibitors; HEK-293 ATXN2-luciferase reporter, luminescence, 24 h; note: % is set by controls: 0 for no effect and ±100 for the full control effect; nearly all actives have a fitted effect of over 55% in size
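ATXN2-luciferase reporter cells (luciferase flanked by upstream and downstream ATXN2 gene portions) were treated 24 h at 37 °C with compounds at up to 57 uM. SteadyGlo luminescence gave expression; GF-AFC fluorescence gave viability.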
EPAC2 antagonist: antagonists of human EPAC2 | hit rate 0.18% among 360,000 | Potency, µM (highest dose often 114 µM), without a hit: top-dose activity, negative = inhibition, most hits filed as inhibitors | Q8WZA2 | EPAC2 GEF exchange of Rap1B-BODIPY-GDP, fluorescence | AID 720708; note: % is set by controls: 0 for no effect and ±100 for the full control effect; nearly all actives have a fitted effect of over 45% in size; many of its hits are not listed in these tables
Target sequence (Q8WZA2 whole entry, looked up): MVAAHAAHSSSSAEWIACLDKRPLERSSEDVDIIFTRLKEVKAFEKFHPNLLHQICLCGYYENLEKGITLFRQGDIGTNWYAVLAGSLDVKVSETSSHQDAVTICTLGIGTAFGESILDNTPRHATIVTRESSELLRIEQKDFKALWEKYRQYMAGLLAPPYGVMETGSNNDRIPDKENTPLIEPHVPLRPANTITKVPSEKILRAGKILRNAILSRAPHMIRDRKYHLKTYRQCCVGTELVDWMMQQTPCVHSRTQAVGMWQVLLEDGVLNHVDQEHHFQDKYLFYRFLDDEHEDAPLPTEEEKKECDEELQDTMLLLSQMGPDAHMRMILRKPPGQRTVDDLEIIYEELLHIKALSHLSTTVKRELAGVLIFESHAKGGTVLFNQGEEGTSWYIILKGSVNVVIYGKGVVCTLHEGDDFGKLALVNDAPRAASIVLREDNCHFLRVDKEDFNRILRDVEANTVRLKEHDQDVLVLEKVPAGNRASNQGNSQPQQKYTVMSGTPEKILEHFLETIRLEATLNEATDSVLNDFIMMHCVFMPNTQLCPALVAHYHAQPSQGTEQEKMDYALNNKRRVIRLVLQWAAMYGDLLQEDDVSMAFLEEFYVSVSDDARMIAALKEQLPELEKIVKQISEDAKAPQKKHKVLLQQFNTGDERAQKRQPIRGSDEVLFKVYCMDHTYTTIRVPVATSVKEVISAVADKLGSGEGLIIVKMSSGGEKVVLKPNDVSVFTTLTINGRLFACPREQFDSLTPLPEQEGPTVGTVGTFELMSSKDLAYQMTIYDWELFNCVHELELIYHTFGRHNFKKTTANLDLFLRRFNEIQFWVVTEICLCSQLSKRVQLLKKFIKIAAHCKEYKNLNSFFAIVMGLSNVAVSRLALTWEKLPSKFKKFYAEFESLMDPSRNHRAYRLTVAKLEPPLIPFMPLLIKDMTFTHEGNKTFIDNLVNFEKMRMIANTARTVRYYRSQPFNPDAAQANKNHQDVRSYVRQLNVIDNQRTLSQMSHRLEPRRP
* marks the source's active call; other numbers are inactive results; i = inactive; ? = inconclusive; . = no result given; & = joins results of further samples; [ ] = dose if it differs, or a comment. Calls come from the whole dose curve; as a rule, active = well fitted curve in the direction sought with a large enough effect; inconclusive = small, poorly fitted or top-dose-only effect, or another doubt; inactive = no such curve, though single readings can be large; an effect the other way counts as inactive or inconclusive. Potency is the fitted concentration of half-maximal effect. The list is partial, so the mix of outcomes need not match the whole.

Value order – Nrf2 inh	A549 viability	HepG2 viability	TGFb inhibitor	MCF10A rereplic	ATXN viability	Nrf2 ARE act	ATXN2 expr inh	EPAC2 antagonist
[1] CN1CCCCC1(C)C(=O)NCc1cc(Cl)ccc1F (configuration not stated)
    .	.	-13%	-2%	.	i	-0.3%	-1%	-2%
[2] O=C(c1ccc(COc2ccc(Cl)cc2)cc1)N1CCCCC1
    ?	3%	-24%	-9%	23%	i	5.3%	-12%	-16%
[3] CC1CCCCN1C(=O)COC(=O)c1cc([N+](=O)[O-])ccc1N (configuration not stated)
    13%	-17%	3%	0%	6%	i	0.2%	18%	-9%
[4] COc1ccc(C2=NNC(=O)CC2)cc1
    12%	27%	5%	-8%	-1%	i	0.1%	.	0%[57.1 µM]
[5] COc1ccc(-n2c(C)c3c(OC)cccc(=O)c3c2C)cc1
    4%	-1%	4%	-9%	-4%	i	-0.1%	28%	-10%
[6] O=C(COC(=O)Cn1cnc2ccccc21)NCCc1ccc(Cl)cc1
    14%	3%	-1%	-3%	8%	i	0.1%	-12%	0%
[7] Cc1ccccc1NC(=O)Cn1c(NCC(C)O)nc2ccccc21 (configuration not stated)
    ?	1%	2%	2%	3%	i	-0.4%	6%	5%
[8] Cc1cccc(NC(=O)COC(=O)c2cccc3c2C(=O)c2ccccc2C3=O)c1C
    15µM*	-13%	-1%	?	16%	i	-0.3%	-37%	6%
[9] O=C(COC(=O)C12CC3CC(CC(C3)C1)C2)Nc1nccs1
    2%	-8%	-16%	5%	-2%	i	-0.1%	5%	-7%
[10] CCN(C(=O)c1cc2c(s1)-c1c(C)cccc1OC2)c1cc(C)ccc1C
    ?	0%	-28%	11µM*	.	i	6.4%	-15%	.
[11] COc1cccc(CNS(=O)(=O)c2ccc3c(c2)CC(C)N3C(C)=O)c1 (configuration not stated)
    -2%	4%	-14%	-14%	0%	i	-0.8%	0%	-6%
[12] O=C(Nc1ccc2c(c1)CCCN2C(=O)c1cccs1)c1c(F)cccc1F
    -10%	-2%&-12%	-5%&-39%	-10%&4%	7%	i	-0.5%&7.0%	-4%&-51%	-1%
[13] Cc1cc(=O)oc2cc(OCc3ccc(C(=O)OCC(=O)Nc4ccccc4OC(F)F)cc3)ccc12
    -12%	-1%	5%	4%	13%	i	-0.4%	4%	-3%
[14] CCOc1ccc(NS(=O)(=O)c2ccc3c(c2)N(C(C)=O)CCO3)cc1
    ?	-4%	1%	3%	8%	i	-0.6%	9%	0%
[15] O=C(CSc1nc(=O)[nH]c2c1CCC2)NCc1ccccc1Cl
    .	4%	5%	-1%	.	.	-0.6%	.	.
[16] O=C(COC(=O)[C@H](Cc1ccccc1)NC(=O)c1ccco1)Nc1ccccc1OC(F)F
    9%	5%	0%	-5%	4%	i	-0.4%	-3%	-10%
[17] Cc1ccc(NC(=O)Cn2nnc3sc4c(c3c2=O)CCCC4)c(C)c1
    9%	-11%	1%	-2%	.	i	-1.0%	2%	.
[18] Cc1ccc(CNC(=O)[C@H](C)[C@H]2C[C@]2(C)[C@H](NC(=O)OCc2ccccc2)c2ccccc2)o1
    11%	4%	-10%	-16%	?	i	13%	-20%	-20%
[19] O=Cc1c(-[n+]2ccccc2)nc([O-])n1-c1ccccc1
    6%	11%	-9%	5%	-2%	i	0.0%	5%	5%
[20] COc1ccc(-c2cc(N3CCN(CCO)CC3)n3nccc3n2)cc1
    .	.	4%	25%	.	i	1.0%	10%	8%
[21] COCCn1nnnc1C(c1ccccc1)N1CCN(C)CC1 (configuration not stated)
    25%	0%	-3%	6%	5%	i	-0.4%	0%	-3%
[22] C=CCOC(=O)C1=C(C)OC(N)=C(C#N)C1c1ccc2c(c1)OCO2 (configuration not stated)
    8%	-7%	2%	-14%	-1%	?	6.1%	-1%	2%
[23] CC1(C)Cc2c(cnn2-c2ccccc2)-c2c1c1ccccc1n2CC(O)CCl (configuration not stated)
    ?	-13%	-90%	?	?	i	2.7%	-15%	-17%
[24] COc1ccc2cc(C3c4cc(OC)c(OC)cc4CCN3C(=O)c3ccco3)c(=O)[nH]c2c1 (configuration not stated)
    0%	2%	-26%	-5%	-1%	i	4.2%	-25%	-19%
[25] c1ccc2c(N3CCOCC3)nc(N3CCOCC3)nc2c1
    -21%	-7%	-20%	-2%	-17%	i	-0.3%	3%	-1%
[26] CCCn1c(=S)[nH]c2cc(C(=O)N3CCN(c4ccccc4)CC3)ccc2c1=O
    .	.	0%	6%	.	i	-0.8%	.	4%
[27] CCOc1ccccc1NC(=O)C(=O)N/N=C/c1ccc([N+](=O)[O-])cc1
    2%	3%	16%	-1%	0%	i	0.3%	-24%	-1%
[28] Oc1ccc(Cl)cc1CNn1cnnc1
    1%	-1%	2%	27%	-2%	i	2.1%	16%	13%
[29] O=C1c2ccccc2C(=O)N1CCSc1n[nH]c(=S)s1
    2%	-1%	1%	0%	-1%	i	-0.6%	-9%	-6%
[30] CC1(C(=O)NCc2cccc(C(F)(F)F)c2)CCN1C1Cc2ccccc2C1 (configuration not stated)
    .	.	-37%	-27%	.	i	7.2%	-6%	?
[31] CCN(CC)S(=O)(=O)c1ccc(C(=O)Nc2ncn(Cc3ccccc3)n2)cc1
    -12%	-4%	25%	-14%	-3%	i	0.1%	0%	-9%
[32] CCc1ccc(C(c2ccc(CC)cc2)C(Cl)Cl)cc1
    8%	18%	-31%	1%	?	i	0.6%	0%	-23%
[33] O=c1c2c3c(sc2n2cnnc2n1Cc1ccccc1)CN(Cc1ccccc1)CC3
    5%	18%	-4%	-5%	-2%	i	-0.2%	4%	10%
[34] S=C(Nc1ccccc1)c1ccccn1
    ?	0%	-40%	11µM*	-4%	?	22%	36%	7%
[35] CC1CN(C(=O)c2ccc3c(c2)OCO3)OC(c2ccccc2)O1 (configuration not stated)
    20%	-6%	2%	0%	2%	i	2.8%	-12%	-7%
[36] CCn1cc(C(=O)NCCCN(C)c2ccccc2)c(=O)c2cc(S(=O)(=O)N(C)C)ccc21
    ?	-2%	-3%	14%	1%	i	-1.2%	-15%	-5%
[37] CC(=O)Nc1ccc(S(=O)(=O)Nc2nc3ccccc3nc2Nc2cccc(O)c2)cc1
    9%	-1%	4%	3%	11%	i	0.2%	10%	-3%
[38] Cc1nc(-c2c(-c3ccc(O)cc3O)noc2C(F)(F)F)cs1
    ?	-20%	-29%	?	-1%	i	0.1%	-11%	-12%
[39] CCCCNC(=S)Nc1cccc2cnccc12
    -22%	-5%	-22%	-11%	13%	i	3.7%	-16%	5%
[40] COc1ccc(NC(=O)C2CCN(C(=O)Cc3ccccc3)CC2)c(OC)c1
    1%	3%	36%	14%	-3%	i	0.2%	5%	-5%

Three entries from above, sorted by the number in EPAC2 antagonist, falling:
cpd	SMILES	EPAC2 antagonist
33	O=c1c2c3c(sc2n2cnnc2n1Cc1ccccc1)CN(Cc1ccccc1)CC3	10%
14	CCOc1ccc(NS(=O)(=O)c2ccc3c(c2)N(C(C)=O)CCO3)cc1	0%
13	Cc1cc(=O)oc2cc(OCc3ccc(C(=O)OCC(=O)Nc4ccccc4OC(F)F)cc3)ccc12	-3%

(listing goes on)
Value order – Nrf2 inh	A549 viability	HepG2 viability	TGFb inhibitor	MCF10A rereplic	ATXN viability	Nrf2 ARE act	ATXN2 expr inh	EPAC2 antagonist
[41] COc1ccc(OC)c(CN2CCN(CCc3ccccc3)C(CCO)C2)c1 (configuration not stated)
    2%	-1%	-5%	14%	1%	i	-0.3%	-14%	-1%
[42] Cc1cccc(C(=O)N(C(=O)c2cccc(C)c2)N(C)C)c1
    -23%	1%	-17%	-1%	1%	i	-1.6%	9%	-2%
[43] O=c1cc(CSc2ccc(Cl)cc2)nc(-c2ccccn2)[nH]1
    ?	-20%	-10%	?	?	.	-0.8%	.	-18%
[44] Cc1ccc(NC(=O)CCn2c(=O)c3cccn3c3ccccc32)cc1Cl
    11%	4%	-13%	3%	.	.	3.4%	.	.
[45] N#CCC(=O)Nc1ccc(C(=O)NCCC(c2ccccc2)c2ccccc2)cc1
    ?	-8%	-10%	9%	1%	i	0.0%	-11%	-15%
[46] COc1ccc(Nc2cc(C(=O)NCCCN(C)C3CCCCC3)c3ccccc3n2)c(OC)c1
    -5%	-14%	-75%	?	.	32µM*	9.5%	-37%	.
[47] Cc1cccnc1C1=NOC(Cc2ccccc2)C(=O)N1CCOc1ccc(F)cc1 (configuration not stated)
    .	.	2%	-29%	.	i	1.0%	6%	-10%
[48] CCc1nnc(NC(=O)CSc2sc3c(O)cc(=O)[nH]c3c2C#N)s1
    -17%	-6%	-166%	-2%	-11%	i	7.0%	3%	0%
[49] CC(=O)Nc1ccc(NC(=O)c2ccccc2CC[N+](=O)[O-])cc1
    .	-2%	13%	0%	6%	i	-0.6%	8%	5%
[50] CC(=O)N1c2ccc(S(=O)(=O)N3CCCCC3)cc2CC1C(=O)Nc1ccc(F)cc1C (configuration not stated)
    18%	5%	-17%	0%	-2%	i	0.1%	0%	0%
[51] Cc1ccc(S(=O)(=O)CC(=O)Nc2cc(C)on2)cc1
    5%	4%	6%	-3%	?	i	0.4%	-5%	2%
[52] COc1ccc(NC(=O)c2c(NC(=O)CNCc3ccco3)sc3c2CCC3)cc1
    9%	-12%	-13%	0%	9%	i	3.3%	-6%	-2%
[53] CCOCCOC(=O)C(C)Oc1ccc(Oc2nc(Cl)ccc2Cl)cc1 (configuration not stated)
    -4%	-2%	-34%	0%	11%	i	-0.2%	-31%	-13%
[54] Cc1ccccc1OCC(=O)Nc1nnc(-c2ccncc2)s1
    -18%	-1%	1%	21%	8%	i	0.3%	?	-10%
[55] CCOc1ccccc1CNC(=O)C1CCN(S(=O)(=O)c2c(C)noc2/C=C/c2ccc(C)cc2)CC1
    .	5%	-16%	?	.	.	2.8%	.	.
[56] CCC1C(=O)N=C(SCC(=O)Nc2ccccc2)NC1=O (configuration not stated)
    0%	-2%	8%	?	-6%	i	-0.1%	-4%	-6%

Single entries from the results shown:
Cc1ccccc1NC(=O)Cn1c(NCC(C)O)nc2ccccc21 (configuration not stated) – Nrf2 ARE act: -0.4%
Cc1ccc(NC(=O)CCn2c(=O)c3cccn3c3ccccc32)cc1Cl – Nrf2 ARE act: 3.4%
